Mtb BioA inh = BioA (M. tuberculosis) enzyme inhibition; AID 602481; inhibition, % at 9.99 µM; hit rate 0.096% among 360,000; purified M. tuberculosis BioA enzyme, plate reader; in the data active = inhibition above about 40%; inconclusive = no clear call, values can overlap the other calls
BoNT A protease = inhibitors of Botulinum neurotoxin A light chain protease. multiplex microsphere protease substrate cleavage, flow cytometry. hit rate 0.17% among 360,000. inhibition, % at 10 µM; note: plate controls were buffer without enzyme for full effect and enzyme alone for no effect
PfHsp40 rescue = compounds rescuing yeast from Plasmodium falciparum HSP40 toxicity; S. cerevisiae expressing PfHsp40, growth rescue, ATP luminescence; growth rescue, % at 12.5 µM; hit rate 0.68% among 340,000; AID 504582; in the data active = growth rescue above about 28%, passing the limit was not always enough; inconclusive = no clear call, values can overlap the other calls;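 note: yeast W303a lacking pdr1 and pdr3 grown in galactose medium; growth measured after three days at 30 °C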
GDH-TPI counter = GDH-TPI coupled enzyme inhibition counter-screen; GDH-TPI coupled enzyme counterscreen, NADH absorbance; inhibition, % at 4.8 µM; hit rate 1.2% among 360,000; AID 588335; in the data active = inhibition above about 30%;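 note: 0% = DMSO wells and 100% = wells lacking the enzyme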
Anthrax LF prot = blocks Bacillus anthracis lethal factor protease | P15917 | multiplex microsphere protease cleavage assay, LF | inhibition, % at 10 µM | hit rate 0.12% among 360,000 | AID 588501; note: plate controls were buffer without enzyme for full effect and enzyme alone for no effect
Target sequence (P15917 whole entry, looked up): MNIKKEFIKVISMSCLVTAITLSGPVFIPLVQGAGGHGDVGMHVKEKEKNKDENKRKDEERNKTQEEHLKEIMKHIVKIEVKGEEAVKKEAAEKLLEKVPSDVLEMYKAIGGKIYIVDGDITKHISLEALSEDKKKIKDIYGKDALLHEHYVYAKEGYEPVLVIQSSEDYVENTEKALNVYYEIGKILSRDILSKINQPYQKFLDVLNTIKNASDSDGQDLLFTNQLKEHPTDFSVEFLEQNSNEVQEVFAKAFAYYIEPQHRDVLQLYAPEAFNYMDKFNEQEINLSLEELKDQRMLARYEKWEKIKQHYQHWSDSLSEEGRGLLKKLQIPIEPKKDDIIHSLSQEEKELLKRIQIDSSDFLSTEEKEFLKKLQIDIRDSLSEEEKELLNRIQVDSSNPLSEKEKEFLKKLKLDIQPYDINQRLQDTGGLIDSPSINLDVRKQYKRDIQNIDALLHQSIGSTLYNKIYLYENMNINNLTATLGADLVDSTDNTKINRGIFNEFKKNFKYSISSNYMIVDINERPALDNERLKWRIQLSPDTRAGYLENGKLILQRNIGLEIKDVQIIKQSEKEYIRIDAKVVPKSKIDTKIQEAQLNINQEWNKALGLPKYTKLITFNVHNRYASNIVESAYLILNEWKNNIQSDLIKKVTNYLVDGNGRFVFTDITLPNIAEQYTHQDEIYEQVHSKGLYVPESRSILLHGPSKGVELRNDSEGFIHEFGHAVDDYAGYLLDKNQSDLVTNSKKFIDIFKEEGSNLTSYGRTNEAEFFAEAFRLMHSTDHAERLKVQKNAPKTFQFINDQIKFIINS
BoNT-F LC inh = inhibitors of Botulinum neurotoxin F light chain protease. Multiplex microsphere protease cleavage assay, flow cytometry. inhibition, % at 10 µM. hit rate 0.22% among 360,000; in the data active = inhibition above about 35%, passing the limit was not always enough; inconclusive = no clear call, values can overlap the other calls; note: plate controls were buffer without enzyme for full effect and enzyme alone for no effect
Mtb UGM inh = Mtb UDP-galactopyranose mutase inhibition; P9WIQ1; purified UGM, fluorescence polarization probe displacement; inhibition, % at 10 µM; hit rate 0.06% among 320,000; AID 504406; in the data active = inhibition above about 10%, passing the limit was not always enough; inconclusive = no clear call, values can overlap the other calls
FadD28 FP inh = M. tuberculosis FadD28 bisubstrate binding inhibition; FadD28 bisubstrate probe binding, fluorescence polarization; inhibition, % at 12.5 µM; hit rate 0.22% among 360,000; AID 588549; in the data active = inhibition above about 8.5%, passing the limit was not always enough; inconclusive = no clear call, values can overlap the other calls
Mtb FBA inh = Mtb fructose-bisphosphate aldolase inhibition | P9WQA3 | purified M. tuberculosis FBA, fluorescence read-out | inhibition, % at 1 µM | hit rate 2.3% among 360,000; in the data active = inhibition above about 27%;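 note: 0% = vehicle and 100% = reference inhibitor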
The depositor's hits bear a star; ? = inconclusive; nt = not tested or not shown; & = joins results of further samples. Cut-off read from the data, not from the text of the source, unless noted: active = inhibition above about 30%; inconclusive = no clear call, values can overlap the other calls; inactive = below that.

SMILES	Mtb BioA inh	BoNT A protease	PfHsp40 rescue	GDH-TPI counter	Anthrax LF prot	BoNT-F LC inh	Mtb UGM inh	FadD28 FP inh	Mtb FBA inh
COc1c(N)c2ccccc2[nH]c1=O	8.7	-0.1	0.7	4.3	0.2	-2.3	0.7	-1.7	6.2
Cc1ccc(N(C(=O)c2ccccc2Cl)C2=NC(C)CS2)c(C)c1 (configuration not stated)	nt	-0.4	0.2	0.3	-1.4	-4.4	0.5	-3.0	1.7
O=C(NCc1ccc(F)cc1)c1cc(C2CCCCN2C(=O)c2cccs2)on1 (configuration not stated)	1.0	-0.4	nt	-4.4	-1.0	-8.2	nt	-3.0	-1.9
COc1cc(OC)cc(C(=O)N(CCCN2C(=O)c3cccc4cccc(c34)C2=O)c2cccc(OC)c2)c1	nt	-0.5	1.0	3.4	-1.3	-2.2	-0.4	-7.5	-4.0
COc1ccc(Br)cc1[C@H]1[C@@H]2C=CCC[C@@]2(C)C(=O)N1Cc1ccccc1	-1.4	0.1	2.4	9.7	-7.4	-7.2	0.9	-3.3	5.8
O=C(Nc1scc(-c2ccccc2)c1C(=O)O)c1ccc(F)cc1	-0.5	1.4	1.7	11.7	10.6	?	-0.2	-2.1	3.8
COc1ccc(C(C)=O)cc1CN1C(=O)NC2(CCCCC2)C1=O	0.0	-0.7	-0.3	11.9	-1.1	-6.1	-1.4	1.7	2.0
CC(C)Nc1ccc(C(CC(N)=O)NC(=O)Cc2cccc3ccccc23)cc1[N+](=O)[O-] (configuration not stated)	-0.3	-0.5	-0.7	5.2	-1.3	-8.9	0.3	0.2	0.4
CCOC(=O)C1(Cc2ccccc2)CCN(Cc2nccn2CC)CC1	nt	-1.7	-0.8	-8.1	0.0	1.6	-2.0	0.4	1.4
C[C@H]1CN([C@@H](C)CO)C(=O)c2cc(Br)cnc2O[C@H]1CN(C)C(=O)c1ccc2c(c1)OCO2	-3.4&0.5	-0.3	nt	9.3	-2.9	-4.1	nt	-1.3	3.1
O=C(CN1CCCCCC1)N/N=C/c1ccc(Cl)c(Cl)c1	1.0	0.2	-0.2	-1.6	-0.3	3.0	4.1	-3.9	-2.3
CC(c1ccco1)N(C(=O)c1ccc(S(=O)(=O)N2CCCCC2)cc1)c1ccccn1 (configuration not stated)	-1.2	0.5	0.3	3.7	3.8	7.9	-4.2	-0.5	5.3
O=S(=O)(Nc1ccc2c3c(cccc13)CC2)c1ccccc1	0.3	-0.5	nt	1.8	-2.2	-2.0	nt	-0.6	-0.1
CC(=O)NC12CC3CC(C1)CC(C(=O)N1CCN(S(=O)(=O)c4ccc(C(C)C)cc4)CC1)(C3)C2	0.5	0.7	1.6	2.8	-4.4	2.9	0.5	-3.4	-2.5
COc1ccccc1NS(=O)(=O)c1cc(C(=O)NCCN2CCOCC2)ccc1Cl	-2.2	2.0	-0.7	11.8	0.6	10.1	2.6	-5.9	-1.8
Cc1cccc(NC(=O)CNC(=O)c2cn(Cc3ccccc3)nc2-c2cccnc2)c1C	1.1	-0.1	-0.2	2.5	-6.3	-9.4	1.2	-2.1	6.3
CCOC(=O)Cc1csc(SC(C)C(=O)NC2CCCCC2C)n1 (configuration not stated)	0.5	-1.5	-2.0	-10.1	-3.7	11.2	-0.9	-1.3	-0.4
CCOC(=O)[C@]12Cc3ccccc3[C@H]1N(Cc1ccccc1)C(=O)c1ccccc12	-2.9	-0.2	0.1	8.5	-3.3	-3.8	nt	0.8	4.4
COC(=O)CN(c1ccc(C(C)C)cc1)S(=O)(=O)c1c(C)[nH]c(=O)[nH]c1=O	-0.5	-1.0	-2.2	2.0	1.5	10.3	-1.9	0.5	5.2
COc1cc(NC(=O)Nc2nc(C(N)C(C)C)cs2)cc(OC)c1OC (configuration not stated)	-0.8	-0.1	nt	-8.4	-3.7	-5.3	nt	0.0	-0.2
Cc1ccc(S(=O)(=O)NNC(=O)c2cc(C)cs2)cc1	nt	0.6	1.1	10.4	2.8	4.9	-1.5	0.2	-0.8
COc1ccc(Cc2nnc(SCC(=O)NC3CCCC3)o2)cc1	-0.5	-2.0	-0.5	4.2	-3.4	-42.6	-1.1	0.1	3.1
CC1(C)C(C=C(Cl)Cl)C1C(=O)N1CCN(c2ccccc2)CC1 (configuration not stated)	nt	1.4	8.3	3.8	-4.6	-0.7	5.1	-2.0	-0.9
Cc1nc(N2CCN(C)CC2)c2cc(-c3ccccc3)sc2n1	-3.4	-0.5	-0.4	-3.7	-2.6	-4.7	0.4	-0.6	4.6
CCCCn1c(N)c(N(CC(C)C)C(=O)CSCC(=O)Nc2ccc(OC)cc2)c(=O)[nH]c1=O	1.3	0.0	0.4	1.1	-0.6	-2.0	-2.4	0.1	0.5
CCN1CCN(C(=O)/C=C/c2ccc(C(C)C)cc2)CC1	0.3	-1.5	-0.6	-3.8	10.1	-28.6	-2.8	1.7	1.4
Cc1cc(C)n(CC(O)CN(c2cccc([N+](=O)[O-])c2)S(=O)(=O)c2ccccc2)n1 (configuration not stated)	-1.8	-0.6	0.9	3.2	-2.2	-2.2	0.3	-0.7	0.8
CC(C)(Oc1ccc(Cl)cc1)C(=O)NCC(c1ccco1)N1CCCCC1 (configuration not stated)	0.5	0.1	-0.5	3.5	-4.5	-11.3	-0.4	-4.0	-1.3
Cc1noc(C)c1NC(=O)Nc1ccc2c(c1)C(=O)N([C@@H](C)CO)C[C@@H](C)[C@@H](CN(C)Cc1ccc3c(c1)OCO3)O2	-2.0&1.4	-0.9	-0.5	3.1	-2.7	0.6	-1.7	-3.5	1.9
CCn1c(CSc2nccn2C)nc2cc(C(=O)O)ccc21	-5.7	-0.7	0.1	1.2	-8.0	-11.9	-0.4	?	18.1

Part of the list above, reformatted:
CCOC(=O)[C@]12Cc3ccccc3[C@H]1N(Cc1ccccc1)C(=O)c1ccccc12
  Mtb BioA inh = -2.9	BoNT A protease = -0.2	PfHsp40 rescue = 0.1	GDH-TPI counter = 8.5	Anthrax LF prot = -3.3	BoNT-F LC inh = -3.8	Mtb UGM inh = nt	FadD28 FP inh = 0.8	Mtb FBA inh = 4.4
COC(=O)CN(c1ccc(C(C)C)cc1)S(=O)(=O)c1c(C)[nH]c(=O)[nH]c1=O
  Mtb BioA inh = -0.5	BoNT A protease = -1.0	PfHsp40 rescue = -2.2	GDH-TPI counter = 2.0	Anthrax LF prot = 1.5	BoNT-F LC inh = 10.3	Mtb UGM inh = -1.9	FadD28 FP inh = 0.5	Mtb FBA inh = 5.2
COc1cc(NC(=O)Nc2nc(C(N)C(C)C)cs2)cc(OC)c1OC (configuration not stated)
  Mtb BioA inh = -0.8	BoNT A protease = -0.1	PfHsp40 rescue = nt	GDH-TPI counter = -8.4	Anthrax LF prot = -3.7	BoNT-F LC inh = -5.3	Mtb UGM inh = nt	FadD28 FP inh = 0.0	Mtb FBA inh = -0.2

Later entries.
SMILES	Mtb BioA inh	BoNT A protease	PfHsp40 rescue	GDH-TPI counter	Anthrax LF prot	BoNT-F LC inh	Mtb UGM inh	FadD28 FP inh	Mtb FBA inh
CCc1ccc(NC(=O)CN2CCC(C(=O)c3ccc(OC)cc3)CC2)cc1	1.6	1.7	-1.3	-9.6	-1.8	-3.0	2.4	-5.6	0.6
CCn1c(CNC(=O)c2ccc(OC)cc2)nnc1SCC(=O)c1ccccc1	1.6	0.7	0.8	3.4	2.6	2.1	-0.9	-2.2	2.5
COc1cc(OC)c(OC)cc1CNCCc1ccc2c(c1)OCO2	0.8	-1.6	1.2	12.9	12.5	8.5	-1.1	-2.0	0.3
Cc1ccc(S(=O)(=O)CCC#N)cc1	-2.5	-0.8	-0.5	6.2	-1.1	-0.4	-1.5	-1.1	-1.0
CNC(C)C#Cc1ccc2oc3cccc(OC)c3c(=O)c2c1 (configuration not stated)	-0.7	0.9	-2.4	18.3	1.3	-0.7	1.9	-2.4	19.3
COC(=O)C1SCCN1S(=O)(=O)c1ccc(Cl)cc1 (configuration not stated)	1.4	-4.6	-0.9	-10.2	-10.9	?	-3.6	-2.9	-0.6
CC(C)Cn1c(N)c(C(=O)NCC2CCCO2)c2nc3ccccc3nc21 (configuration not stated)	3.2	22.2	0.2	20.1	15.6	20.5	1.7	-6.0	85.3*
COc1cccc(C(=O)Nc2c(F)c(F)c(F)c(F)c2F)c1	-1.7	-1.7	0.4	-8.3	0.6	-4.7	5.4	-3.9	1.7
COc1ccc(C(=O)NCC2OCCc3ccccc32)cc1 (configuration not stated)	0.8	-0.8	0.7	-2.2	-0.1	-3.2	2.0	0.5	0.9
[O-][n+]1onc2c3cc(-c4ccccc4)nnc3ccc21	-1.9	-0.7	0.4	6.0	-3.9	-7.2	5.5	-1.9	-9.2
O=C(CSc1nc(-c2ccccc2)cc(=O)[nH]1)Nc1ccc(F)c(F)c1	-4.8	-1.4	0.8	3.7	-0.4	-2.5	3.9	0.9	0.6
CCOc1cc(CNc2ccc(CNc3ncn[nH]3)cc2)ccc1OCc1ccccc1	-1.3	0.6	-0.9	7.4	-1.4	-6.8	0.4	-0.7	-2.1
CCOc1ccccc1CNC(=O)Cn1ccc2cc(S(=O)(=O)N3CCC(C)CC3)ccc21	-2.2	-3.6	0.1	-1.3	-2.3	-18.6	0.8	-3.1	-1.0
COc1ccccc1N(C)S(=O)(=O)c1ccc(C(=O)OCC(=O)N(C(C)C)C(C)C)cc1	-0.9	0.0	1.0	1.3	-0.9	-3.4	-0.6	-2.2	5.5
O=C(NCc1ccco1)c1ccc(COc2cc(Cl)ccc2Cl)cc1	-0.9	-0.7	7.9	2.6	-0.9	-3.6	-1.9	-0.7	-0.8
N#Cc1c(N)n(-c2ccc(N)cc2)c2nc3ccccc3nc12	nt	?	-0.5	0.5	-19.7	?	0.5	-4.1	-3.0
CCn1c(C)nc2cc(C(=O)NNS(=O)(=O)c3ccc(C)cc3C)ccc21	-0.1	?	0.7	-0.7	-2.6	3.8	0.0	-1.4	0.2
CCCN(Cc1cc2cc(C)ccc2[nH]c1=O)C(=O)c1cccc(OC)c1	-0.5	0.9	-0.1	22.4	-1.6	6.7	-2.6	-1.5	3.7
CCCc1nn(C)c2c(=O)[nH]c(-c3ccccc3OCC)nc12	-0.3	-0.7	-0.6	5.6	1.5	-1.7	1.6	-5.2	-0.2
CC(=O)c1cccc(NC(=O)NC(C)c2ccc3c(c2)OCO3)c1 (configuration not stated)	3.0	1.0	0.2	13.4	1.0	-5.3	1.5	-4.5	2.1
COc1ccccc1N1CCN(C(=O)CCc2ccc(S(=O)(=O)NC(C)C)cc2)CC1	nt	0.2	-1.8	-4.1	-2.7	-9.6	1.9	-4.3	-1.5
O=C(COC(=O)COc1ccccc1)NC1CCS(=O)(=O)C1 (configuration not stated)	0.6	0.0	-1.8	16.8	-9.1	-3.6	0.5	-1.7	5.9
Cc1nn(-c2ccccc2)c2nc(Cl)c(C(=O)O)cc12	nt	-0.2	-0.2	5.9	1.8	-5.2	-1.0	-0.2	30.7*
CC1(C)O[C@@H]2[C@H](O1)[C@@H](COS(=O)(=O)O)O[C@H]2n1cnc2c(=O)[nH]cnc21	-0.1	-0.3	-1.1	-1.7	5.8	-1.3	-1.2	-5.7	-0.2
O=C(COc1ccc(C(=O)NCC2CCCO2)cc1)Nc1cccc(C(F)(F)F)c1 (configuration not stated)	nt	nt	-0.4	3.9	nt	nt	-2.4	-0.6	2.9
Cn1cccc1Cc1nnc(SCC(=O)N2CCc3ccccc32)n1CCc1ccccc1	1.0	-1.3	5.0	-5.0	-1.2	-5.8	0.1	-3.0	-1.4
Cc1cc(C)n(S(=O)(=O)c2cccc(Cl)c2Cl)n1	0.7	?	-1.7	3.3	-4.3	7.9	0.7	-3.3	0.2
Cc1cc(SC2CCOC2=O)nc2ccccc12 (configuration not stated)	nt	0.2	0.2	0.3	-2.0	-2.3	-1.6	-3.4	-4.3
Cc1cccc(NC(=O)C2CC(=O)N(c3ccc4c(c3)OCCO4)C2)n1 (configuration not stated)	1.0	0.9	-2.3	1.9	0.5	8.8	5.9	-0.7	0.2
c1ccc(C2=NCCCO2)cc1	-0.7	0.0	nt	0.4	1.3	-2.4	nt	-1.4	-0.4
COc1ccc(-c2nn(-c3ccccc3)cc2/C=C(\C#N)S(=O)(=O)c2ccccc2)cc1OC	nt	0.1	0.5	8.6	1.8	-7.6	1.6	0.1	1.0

Screens (PubChem)
